# Screens (PubChem)
# EBI2 block: EBI2 receptor antagonists, beta-arrestin recruitment, primary screen, cell-based, luminescence, 7a,25-OHC stimulation, uHTS; 7a,25-OHC stimulated; inhibition, % at 5 µM; G-protein coupled receptor 183 (Homo sapiens), P32249; 360,000 tested, 0.81% active; AID 651636, 2012; in the data active = inhibition above about 38%;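 note: enzyme fragment complementation signal reports receptor beta-arrestin coupling in cells; 0% = agonist plus DMSO wells and 100% = wells without agonist; some results beyond the cut were filed as inactive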
# Gli-Sufu block: Gli-Sufu pathway antagonists, primary screen, luciferase luminescence, Sufu-KO-LIGHT cells, uHTS; Sufu-KO-LIGHT fibroblasts, Gli luciferase reporter luminescence; inhibition, % at 5 µM; 340,000 tested, 0.74% active;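 active = inhibition above about 55%, limit read from the data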;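 note: 0% = DMSO-treated cells and 100% = wells with medium but no cells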
# CXCR6 inh: CXCR6 receptor inhibitors, primary screen, cell-based, beta-arrestin, luminescence, CHO-K1 PathHunter, 1536-well. 360,000 tested, 0.36% active. inhibition, % at 20 µM. C-X-C chemokine receptor type 6 (Homo sapiens), O00574; in the data active = inhibition above about 34%, passing the limit was not always enough;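 note: antagonist mode with CXCL16 agonist at 10 nM final; 0% = 10 nM CXCL16 with DMSO and 100% = unstimulated wells without agonist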
# NR3A LBD binder: binders of NR3A ligand-binding domain, primary screen, biophysical, differential scanning fluorimetry, uHTS; Glutamate receptor ionotropic, NMDA 3A (GRIN3A) ligand-binding domain; NR3A LBD differential scanning fluorimetry, Tm shift; 0% = protein alone, 100% = glycine-bound protein; AID 1259313, 2017; Tm shift relative to glycine control, % at 25 µM; 340,000 tested, 2.5% active;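 active = melting temperature shift of at least 10% of the positive control shift, at one fixed dose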
# MPTP inh: mitochondrial permeability transition pore inhibitors, primary screen, biochemical, isolated mouse mitochondria, absorbance; Ca2+ swelling absorbance, 30 min; inhibition, % at 10 µM; 360,000 tested, 1.4% active;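 active = inhibition of 50% or more, scaled per plate between neutral and stimulator controls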;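 note: 0% = DMSO wells given calcium and 100% = 1 mM EGTA wells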
# CCR6 antagonist: CCR6 receptor antagonists, primary screen, cell-based, CHO-K1, luminescence, beta-arrestin, uHTS | AID 493098, 2011 | inhibition, % at 20 µM | CHO-K1 CCR6 PathHunter beta-arrestin, CCL20-stimulated | 340,000 tested, 0.49% active;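 active = compounds whose inhibition of the agonist-driven luminescence signal at 20 µM reaches about 50%, limit read from the data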;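 note: cells stimulated with CCL20 at 14 nM final; plate controls were DMSO with CCL20 for no effect and DMSO without agonist for full effect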
# Target sequence (P51684 whole entry, looked up): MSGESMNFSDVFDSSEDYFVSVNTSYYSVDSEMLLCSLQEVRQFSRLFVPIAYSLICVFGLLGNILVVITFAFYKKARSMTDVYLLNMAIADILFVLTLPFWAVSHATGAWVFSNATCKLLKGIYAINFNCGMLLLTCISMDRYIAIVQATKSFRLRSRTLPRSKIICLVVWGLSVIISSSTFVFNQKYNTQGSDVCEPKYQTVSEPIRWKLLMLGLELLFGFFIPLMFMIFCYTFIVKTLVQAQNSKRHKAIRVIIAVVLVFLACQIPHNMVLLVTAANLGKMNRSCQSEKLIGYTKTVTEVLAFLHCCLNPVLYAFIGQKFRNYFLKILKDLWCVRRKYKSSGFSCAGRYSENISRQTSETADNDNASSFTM
# A3A deaminase: APOBEC3A ssDNA deaminase inhibitors, primary screen, selectivity assay for APOBEC3G inhibitor project, biochemical, FAM/TAMRA oligo cleavage fluorescence; DNA dC->dU-editing enzyme APOBEC-3A (Homo sapiens), P31941; recombinant A3A, FAM/TAMRA ssDNA deamination fluorescence; inhibition, % at 20 µM; 330,000 tested, 0.41% active; AID 493011, 2011;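 active = at least 40% inhibition at 20 µM here, with at most 30% in a related deaminase screen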;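 note: plate controls were A3A with DMSO for no effect and wells lacking A3A enzyme for full effect; some results filed as inactive read as strong as hits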
# Target sequence (P31941 whole entry, looked up): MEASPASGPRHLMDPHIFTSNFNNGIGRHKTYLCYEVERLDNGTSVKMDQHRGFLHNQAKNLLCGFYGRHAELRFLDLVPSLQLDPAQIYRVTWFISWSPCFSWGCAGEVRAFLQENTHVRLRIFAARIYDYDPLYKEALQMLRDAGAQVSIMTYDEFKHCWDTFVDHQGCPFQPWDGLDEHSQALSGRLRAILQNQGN
# A3G deaminase: APOBEC3G DNA deaminase inhibitors, primary screen, biochemical, fluorescence, single-stranded DNA substrate, uHTS. recombinant A3G, ssDNA deamination FAM/TAMRA fluorescence. AID 493012, 2011. DNA dC->dU-editing enzyme APOBEC-3G (Homo sapiens), Q9HC16. inhibition, % at 20 µM. 330,000 tested, 0.28% active;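 active = inhibition of at least 40% at 20 µM, with no more than 30% in the related APOBEC3A deaminase screen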;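 note: plate controls were DMSO wells with A3G for no effect and wells lacking A3G enzyme for full effect; some compounds called inactive have numbers as strong as hits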
# Target sequence (Q9HC16 whole entry, looked up): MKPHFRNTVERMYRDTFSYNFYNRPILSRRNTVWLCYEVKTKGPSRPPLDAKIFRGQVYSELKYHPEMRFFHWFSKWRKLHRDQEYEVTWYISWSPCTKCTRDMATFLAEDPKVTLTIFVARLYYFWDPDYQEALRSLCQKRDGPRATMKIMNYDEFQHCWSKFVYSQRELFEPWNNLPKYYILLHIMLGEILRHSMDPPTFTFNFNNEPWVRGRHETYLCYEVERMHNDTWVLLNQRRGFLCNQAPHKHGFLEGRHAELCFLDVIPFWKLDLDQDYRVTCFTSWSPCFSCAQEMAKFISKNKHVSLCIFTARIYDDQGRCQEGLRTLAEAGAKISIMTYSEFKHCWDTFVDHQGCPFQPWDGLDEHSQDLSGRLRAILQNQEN
# Numbers without * were called inactive; x = not tested or not shown.
SMILES,EBI2 block,Gli-Sufu block,CXCR6 inh,NR3A LBD binder,MPTP inh,CCR6 antagonist,A3A deaminase,A3G deaminase
O=C(Nc1ccccc1F)NC1CCCCCCC1,1,-62,-13,3,-0.4,-1,-3,-8
C=CCc1c(C)nc(C)nc1N/N=C/c1ccccc1O,29,0,15,2,-2.9,36,2,4
C#CCNc1cc(C)nc2ncnn12,-11,-3,4,1,-1.9,-7,5,0
N#Cc1nc(COc2ccc(Br)cc2)oc1NCCN1CCOCC1,2,4,-9,0,2.8,-6,-4,-6
NC(=O)COc1ccc(NC(=O)OCc2ccccc2)cc1,-6,-3,10,0,1.4,5,5,1
COCCn1c(C)c(C)c(S(=O)(=O)c2ccccc2)c1N,8,2,-2,2,0.2,10,-2,-3
COc1ccc(C(=O)c2ccc(OC)c(OC)c2)cc1,-5,-20,2,1,-0.3,21,-6,-9
O=C(CCC(=O)n1ncc2ccccc21)NCc1ccc(F)cc1,-7,2,-4,-3,-0.9,4,0,0
CC1=CC(c2ccc(Cl)cc2)n2nc(NS(=O)(=O)c3ccc(C)cc3)nc2N1 (centres undefined),2,3,4,-4,-1.0,-3,-2,-6
CCOC(=O)NN1C(=O)c2ccccc2NC1c1ccc(N(C)C)cc1 (centres undefined),1,-2,-3,-1,0.4,6,-4,-10
CCN(CC)CCCNc1cc2n(c(=O)n1)CCc1cc(OC)c(OC)cc1-2,-1,6,2,0,-6.0,-3,2,-5
COc1ccccc1-n1c(-c2cc(-c3ccco3)[nH]n2)n[nH]c1=S,7,4,-12,2,2.0,10,18,66*
CCCS(=O)(=O)N1CCC(CCOc2ccccc2)(C(=O)OCC)CC1,0,13,6,-1,-3.7,11,-1,-6
CC/C(C)=C1\SC(N2CCN(C(C)=O)CC2)=NC1=O,3,-11,2,-1,-1.3,11,-1,-1
CCn1c(CCC(=O)O)nc2cc(S(=O)(=O)N3CCOCC3)ccc21,-8,2,-1,3,-1.2,0,5,21
COc1cccc(/C=C/C(=O)NCc2cn3cc(Cl)ccc3n2)c1,-4,-26,0,0,-2.2,5,0,-9
COc1ccc2[nH]c(=O)c(CN(C(=O)c3cccnc3)c3ccc(C)cc3C)cc2c1,0,-1,-17,-1,0.4,23,-3,-4
O=C1CCc2cc(S(=O)(=O)Nc3ccccc3)ccc2N1,-14,1,-5,0,-3.4,3,3,-4
COc1ccc(N(CC(=O)NCc2ccc(C)cc2)S(=O)(=O)c2ccccc2[N+](=O)[O-])c(OC)c1,-15,10,8,-1,-0.3,20,4,0
COc1ccc(-c2noc(CSc3nc(N)cc(=O)[nH]3)n2)cc1,-9,2,2,0,74*,-1,-1,-8
Cc1cc(O)cc2c1C(c1ccc(F)cc1)CC1(CC(C)(C)NC(=S)N1)O2 (centres undefined),-2,6,5,-1,-3.5,12,-6,-9
COC(=O)c1ccccc1N=Nc1c(C)noc1C,4,-3,-9,-2,0.3,10,2,8
O=c1oc2c(CN3CCCCC3)c(O)ccc2cc1-c1nc2ccccc2[nH]1,-3,-5,-9,-2,0.7,-2,x,x
CCC(Sc1nc2cc3c(cc2c(=O)n1Cc1ccco1)OCO3)C(=O)Nc1ccccc1OC (centres undefined),17,5,5,3,0.5,16,2,1
CC(C)Cn1c(=O)c2ccccc2n2c(CCC(=O)NC3CCN(Cc4ccccc4)CC3)nnc12,-3,13,2,4,0.0,17,-1,1

# Gathered by group: those above containing fluorine (3)
SMILES,EBI2 block,Gli-Sufu block,CXCR6 inh,NR3A LBD binder,MPTP inh,CCR6 antagonist,A3A deaminase,A3G deaminase
O=C(Nc1ccccc1F)NC1CCCCCCC1,1,-62,-13,3,-0.4,-1,-3,-8
O=C(CCC(=O)n1ncc2ccccc21)NCc1ccc(F)cc1,-7,2,-4,-3,-0.9,4,0,0
Cc1cc(O)cc2c1C(c1ccc(F)cc1)CC1(CC(C)(C)NC(=S)N1)O2 (centres undefined),-2,6,5,-1,-3.5,12,-6,-9

# The list goes on.
SMILES,EBI2 block,Gli-Sufu block,CXCR6 inh,NR3A LBD binder,MPTP inh,CCR6 antagonist,A3A deaminase,A3G deaminase
Clc1c(-c2nnc3n2CCCCC3)sc2ccccc12,-1,2,6,0,-3.4,1,-4,-3
COc1cc(C(=O)N2CCN(C(=O)c3cc(-c4ccc(Br)cc4)n[nH]3)CC2)cc(OC)c1OC,52*,-3,2,1,-0.2,4,-1,-1
COc1cccc(C(=O)NC(=S)Nc2ccc([N+](=O)[O-])cc2C)c1,3,-15,16,-2,4.0,49,-4,-4
C/C(=N\N=C1/NC(=O)C(C)S1)c1ccco1 (centres undefined),-9,-17,-8,0,-2.1,2,-1,-13
COc1ccc(S(=O)(=O)n2ccc(-c3ccc(OCCN(C)c4ccccn4)cc3)n2)cc1,-1,6,7,0,3.0,13,-1,-6
O=C(CSc1ccc(Cl)cc1)NC1CCCC1,18,-27,-4,-3,2.3,-14,0,-6
O=C(c1ccc([N+](=O)[O-])cc1)c1cc2ccc(O)cc2oc1=O,-18,5,16,2,1.3,29,7,-6
CCn1c(SCC(=O)Nc2ccc(N3CCOCC3)c(Cl)c2)nnc1-c1ccc(N)cc1,6,0,-3,1,2.6,-4,-3,-11
CN1CCC(C(=O)N2CCCC(C(=O)c3ccc4c5c(cccc35)CC4)C2)CC1 (centres undefined),-8,8,-14,-3,0.4,7,-2,-4
O=C(NCCN1C(=O)S/C(=C\c2ccc(Cl)cc2)C1=O)c1ccc(F)c(S(=O)(=O)N2CCOCC2)c1,67*,x,0,-2,1.1,-5,-5,-8
CC(=O)c1ccc(NC(=O)CSc2n[nH]c(-c3cccnc3)n2)cc1,0,-11,4,-19,-1.0,-8,-1,-6
CCCCNC(=O)Nc1c(C)cc(SC#N)cc1C,9,-5,-2,0,1.1,17,0,3
COC(=O)Cc1cc(=O)n2[nH]cnc2n1,1,-1,0,0,12,12,2,1
C=CCn1c(O)c(C=Nc2ccc(CN3CCCCC3)cc2)c(=O)[nH]c1=S,2,21,2,9,3.0,7,-1,4
CCc1c(C)c2ccc(OCC(=O)OC)cc2oc1=O,3,2,-4,-1,-1.2,-29,-1,-7
CCCC1(C)Nc2ccccc2-c2nc3ccccc3n21 (centres undefined),-6,-48,-5,-8,-2.1,-3,3,0
COc1ccc(C(=O)N2CCN(c3cnn(-c4ccccc4)c(=O)c3Cl)CC2)cc1,18,16,4,0,-4.5,-11,1,-4
CCc1ccc(N2CC(C(=O)N3CCCC3)CC2=O)cc1 (centres undefined),-2,-16,2,1,0.6,10,-3,-6
CC1CCN(C(=S)c2cccc(O)c2)CC1,-7,-3,6,1,-0.2,3,-1,3
Cc1cc2nnc(SCC(=O)NCC3CCCO3)n2c2ccccc12 (centres undefined),-8,7,-7,2,-0.6,2,-12,-9
CN(C)CCC(C(=O)c1ccccc1)c1cccnc1 (centres undefined),-3,12,-3,0,0.0,11,x,x
O=C(CC(c1ccccc1)c1ccccc1O)NCCc1ccccc1 (centres undefined),12,5,4,0,0.0,10,-2,-6
CCNC(=O)CCn1nc(-c2ccc(Cl)cc2)c2ccccc2c1=O,2,-2,10,-1,-5.5,6,2,0
COc1ccc(CCN2CC(C(=O)N3CCC(OC)CC3)CCC2=O)cc1 (centres undefined),2,-6,-2,-1,-0.2,-4,-2,28
O=C(Nc1ccc(-n2ccc(C(F)(F)F)n2)cc1)Nc1cccc(Cl)c1,1,x,-10,x,75*,x,-4,-14

# (further entries)
SMILES,EBI2 block,Gli-Sufu block,CXCR6 inh,NR3A LBD binder,MPTP inh,CCR6 antagonist,A3A deaminase,A3G deaminase
COc1ccc(N(C(=O)c2snc(C(N)=O)c2N)C(C(=O)NC2CCCC2)c2cccs2)c(OC)c1 (centres undefined),20,-31,7,-1,-1.3,-2,-2,-6
CC1(C)C2CCC1(C)C(Nc1ccccc1)C2 (centres undefined),-4,4,-8,0,3.7,19,3,-2
COc1ccc(-n2nc(C(=O)O)c3ccccc3c2=O)cc1,-1,3,-6,2,-2.2,-16,1,-2
COC(=O)C(NC(C)=O)(Nc1sc2c(c1C(N)=O)CCCC2)C(F)(F)F (centres undefined),0,-18,-2,-1,-1.0,-11,-3,0
Cc1ccc2c(c1)C1CN(C)CCC1N2C(=S)NC(=O)c1ccc(Br)cc1 (centres undefined),7,27,44*,1,0.4,56*,-6,-14
O=C(c1ccc(Br)cc1)N1CCC(C(=O)N2CCN(Cc3ccccc3)CC2)CC1,63*,10,0,-1,1.6,-4,9,3
NC(=NCCc1ccccc1)NS(=O)(=O)c1cccs1,-16,6,-4,0,0.4,11,1,2
CC(=O)N1N=C(c2ccc3ccccc3c2)OC12CCCC2,11,6,-15,0,8.7,17,-5,-11
CCN(CC)S(=O)(=O)c1cc(NC(=O)Cc2n[nH]c(=O)c3ccccc23)ccc1C,7,3,-4,0,7.4,5,2,-8
Cc1ccc(/C=C(\NC(=O)c2ccccc2)C(=O)NC2CCN(Cc3ccccc3)CC2)o1,-8,17,-3,-2,-0.4,13,3,-3
Cc1sc2nc3c(SC(C)C(=O)O)cc(C(=O)c4ccccc4O)cn3c(=O)c2c1C (centres undefined),-7,-5,5,-19,-33,12,x,x
CN(c1ccccc1)S(=O)(=O)c1cccc(NC(=O)CSc2n[nH]c(N)n2)c1,0,4,-8,-2,41,6,0,-5
CC(C)C(C(=O)NCc1ccco1)N(Cc1ccco1)C(=O)CNS(=O)(=O)c1ccc(F)cc1 (centres undefined),-2,-13,-4,1,2.3,-4,-1,-4
O=C(C1CCCO1)N1CCc2ccccc21 (centres undefined),-16,-3,0,0,-0.3,13,1,-6
N#CC1=C(S)N=C(N)C(c2nc(-c3ccccc3)cs2)C12CCCC2 (centres undefined),10,19,-3,-1,-5.3,3,-4,-6
COc1ccc(CN2C(=O)Cc3c2nc(N)c2c(N)nc(N4CCOCC4)c(C#N)c32)cc1,-5,-5,-2,2,2.2,6,0,-3
NNC(=O)c1csc(-c2ccc(C(F)(F)F)cc2Cl)n1,-12,-5,-10,-1,0.8,5,1,-3
CCN1C(=O)[C@@H]2C(C(=O)c3cnccn3)=NN[C@@H]2C1=O,-14,-2,8,0,2.2,-6,-6,-13
CCOC(=O)c1[nH]c2ccc(Br)cc2c1NC(=O)CCN1CCOCC1,-1,10,-4,1,-1.1,-3,7,-2
CCN1C(C)=C(C)S/C1=C1\SC(=S)N(NC(C)=O)C1=O,4,34,6,-1,-2.5,7,-3,-10
O=C(CCN1CCN(c2ccc([N+](=O)[O-])cc2)CC1)c1ccc(Cl)cc1,2,-11,-12,-2,34,-2,6,3
O=C(COc1ccc(Cl)cc1Cl)N/N=C/c1cccnc1,12,x,-2,0,-2.5,-10,-5,-10
CC(=O)OCC(=O)Nc1ccc(Br)c(C)c1,3,-1,5,0,0.0,7,4,0
CC(=O)Oc1cccc(C(=O)Nc2ccc(NC(=O)c3cccs3)cc2)c1,-1,-50,-12,9,0.6,-2,2,2
O=C(COC(=O)c1ccc(CNS(=O)(=O)c2ccc(F)c(Cl)c2)cc1)NC1CCCCCCC1,6,-10,0,-3,-1.0,7,1,0
N#CCc1ccc(OC(=O)c2ccncc2)cc1,-6,1,5,-1,-2.0,1,3,3
CCOc1ccc(C2=CC(=O)C[C@H](c3ccc(OC)cc3)C2)cc1,77*,-32,-4,-1,-0.3,3,-1,-8
